# L3MBTL1 block – blocks human L3MBTL1. Q9Y468. AlphaScreen L3MBTL1–H3K9me1 peptide binding. Potency, µM (series often up to 57.1 µM), for inactives: at the highest dose activity, negative = inhibition, actives largely listed as inhibitors. 230,000 tested, 0.66% active; active means well fitted inhibition curve with a large enough effect; inconclusive means small, poorly fitted or top-dose-only effect; inactive means no such curve, though single readings can be large or run the other way; further: nearly all actives have a fitted effect of over 60% in size
# Target sequence (Q9Y468 whole entry, looked up): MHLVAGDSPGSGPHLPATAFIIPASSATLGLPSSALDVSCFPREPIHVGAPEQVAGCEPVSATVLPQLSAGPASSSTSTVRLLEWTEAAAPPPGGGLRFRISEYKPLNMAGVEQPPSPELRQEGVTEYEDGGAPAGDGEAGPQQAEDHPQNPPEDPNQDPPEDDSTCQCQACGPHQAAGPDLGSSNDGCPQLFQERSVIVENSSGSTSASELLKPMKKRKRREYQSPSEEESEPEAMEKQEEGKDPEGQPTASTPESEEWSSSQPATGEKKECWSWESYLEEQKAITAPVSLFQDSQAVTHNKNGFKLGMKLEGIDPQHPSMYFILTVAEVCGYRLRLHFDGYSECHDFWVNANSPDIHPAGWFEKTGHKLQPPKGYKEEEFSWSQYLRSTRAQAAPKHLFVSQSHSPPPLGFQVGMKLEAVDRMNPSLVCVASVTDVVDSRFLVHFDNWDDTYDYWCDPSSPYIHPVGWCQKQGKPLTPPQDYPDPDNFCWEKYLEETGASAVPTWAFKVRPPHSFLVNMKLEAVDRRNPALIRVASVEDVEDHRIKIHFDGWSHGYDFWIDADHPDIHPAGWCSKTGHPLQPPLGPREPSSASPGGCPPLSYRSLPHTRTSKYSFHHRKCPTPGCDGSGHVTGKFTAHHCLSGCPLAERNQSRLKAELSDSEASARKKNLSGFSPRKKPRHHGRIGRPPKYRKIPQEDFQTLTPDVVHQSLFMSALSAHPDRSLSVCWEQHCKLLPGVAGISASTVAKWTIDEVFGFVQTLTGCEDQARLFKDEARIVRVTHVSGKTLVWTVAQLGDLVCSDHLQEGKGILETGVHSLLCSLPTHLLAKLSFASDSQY
#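 L3MBTL1 50 nM + b-AHA-H3(1-15)K9me1 75 nM, 30 min RT; compound added, 30 min RT; streptavidin donor/Ni-chelate acceptor beads 10 ug/mL each final, 30 min RT dark; AlphaScreen read.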
# * = called active by the depositor; ? = inconclusive; [ ] = dose if it differs, or a comment. On the % scale 0 is the no-effect control and ±100 the full control effect; potency means the concentration at half of the fitted maximal effect. These rows are one share of the data; the hit share may differ from the screen's.
entry	SMILES	L3MBTL1 block
1	CC(OC(=O)/C=C/c1ccc2ccccc2n1)C(=O)Nc1ccc(S(N)(=O)=O)cc1 (stereo not drawn)	3.5%
2	O=C(C[C@H]1C[C@H](C(=O)N2CCOCC2)[C@@]2(CCC3CCCC3)c3[nH]c4cc(-c5ccco5)ccc4c3CCN2C1=O)NCc1ccco1	-22.1%
3	CCN(c1ccccc1)S(=O)(=O)c1cccc(C(=O)NCCN2CCOCC2)c1	-4.0%
4	CN(C)S(=O)(=O)c1cc(NC(=O)COC(=O)CC2Sc3ccccc3NC2=O)ccc1Cl (stereo not drawn)	-1.5%
5	Cc1ccc(OCC(=O)OCC(=O)NC2CC2)cc1C	-5.9%
6	COc1ccccc1N1CCN(CCC(=O)Nc2ccc(F)cc2)CC1	-4.4%
7	CCCCn1c(N)c(N(CCOC)C(=O)C2CC(=O)N(Cc3ccc(C)cc3)C2)c(=O)[nH]c1=O (stereo not drawn)	8.6%
8	CC(NC(=O)c1ccc2c(c1)OCO2)c1cccc(C(F)(F)F)c1 (stereo not drawn)	0.7%
9	O=C(COC(=O)CN1C(=O)C2CCCCC2C1=O)Nc1c(Cl)cccc1Cl (stereo not drawn)	1.2%
10	CC(=O)NC(CC(=O)OC(C)C(=O)Nc1ccc(Cl)cn1)c1ccccc1 (stereo not drawn)	-2.7%
11	CN(C(=O)c1cccc(Cl)c1)C1CCCN(Cc2ccccc2F)C1 (stereo not drawn)	-3.0%
12	CC1(c2ccccc2)NC(=O)N(CC(=O)Nc2ccccc2N2CCCCC2)C1=O (stereo not drawn)	6.7%
13	CCN(CC(=O)Nc1ccc(OC)cc1)C(=O)CSCc1ccc(C)cc1	0.1%
14	O=C(Cc1c[nH]c2ccccc12)N1CCN(S(=O)(=O)c2cccc(Cl)c2Cl)CC1	-4.4%
15	Cc1cnc(NC(=O)CC2OC(=O)c3ccccc32)s1 (stereo not drawn)	-3.6%

# (next part)
entry	SMILES	L3MBTL1 block
16	CC1CC(C)CN(C(=O)CN2C(=O)NC3(CCCCCC3)C2=O)C1 (stereo not drawn)	4.2%
17	CSCCC(NS(=O)(=O)c1ccc(C)cc1)C(=O)N1CCN(C(C)=O)CC1 (stereo not drawn)	-1.1%
18	CC(NC(=O)C1CCC(C(=O)NC(C)c2ccccc2)CC1)c1ccccc1 (stereo not drawn)	3.7%
19	O=C(/C=C/c1cccc(Cl)c1)NNC(=O)c1ccncc1	-1.2%
20	CS(=O)(=O)N(CC(=O)Nc1ccc(F)cc1F)C1CCCCC1	3.0%
21	Cc1cn([C@H]2C[C@H](O)[C@@H](CCC(=O)NCCCn3ccnc3)O2)c(=O)[nH]c1=O	3.0%
22	CN1C(=O)/C(=C2\SC(=S)N(NC(=O)c3cccnc3)C2=O)c2ccccc21	6.6%
23	CS(=O)(=O)c1ccc(Cl)c(NC(=O)COC(=O)c2ncc(Cl)c(Cl)c2Cl)c1	-1.4%
24	CCOC(=O)C1CCN(C(=O)CCc2ccc(S(=O)(=O)NC(C)C)cc2)CC1	1.9%
25	O=C(CCCn1c(=O)oc2ccccc21)NNC(=O)COc1ccc(F)cc1	-1.4%
26	COc1ccccc1C(CC(=O)O)c1ccc2c(c1)OCO2 (stereo not drawn)	0.6%
27	Cc1ccc(Nc2nnc(SC(C)C(=O)NCC3CCCO3)s2)cc1 (stereo not drawn)	3.7%
28	CC1=NN(c2cccc(F)c2)C(=O)/C1=C/c1ccc(N(C)C)cc1	-1.4%
29	Cc1ccc(S(=O)(=O)NCc2ccccc2)cc1C(=O)NCC1CCCO1 (stereo not drawn)	-1.4%
30	CCCN(CCC)S(=O)(=O)c1ccc(C(=O)N2CCN(C)CC2)cc1	4.7%

# Further records:
entry	SMILES	L3MBTL1 block
31	CCOc1ccc(C(=O)n2cc(C(=O)OC)c3ccccc32)cc1	18.5%
32	COc1ccc(N2CCN(S(=O)(=O)CCNC(=O)C3CC3)CC2)cc1	12.0%
33	Cc1c(C(=O)NCc2ccccc2CN2CCCC2)oc2c(F)cccc12	-1.7%
34	CN(Cc1cccs1)C(=O)CCNS(=O)(=O)c1ccc(Br)cc1	-1.8%
35	O=C1[C@@H]2C3C=CC(O3)[C@@H]2C(=O)N1c1ccccc1	0.8%
36	[O-]/[N+](=C/c1ccccc1)c1ccccc1	-0.8%
37	CC1CCCN(C(=O)COC(=O)CNC(=O)c2sc3ccccc3c2Cl)C1 (stereo not drawn)	-6.3%
38	CS(=O)(=O)c1ccc(C(=O)Nc2nc(-c3ccco3)c(-c3ccco3)s2)cc1	7.08µM*
39	Cc1ccccc1NC(=O)c1ccco1	4.3%
40	CCNC(=O)c1cccc(NC(=O)c2cc(C3CC3)nc3c2cnn3C(C)C)c1	-5.5%
41	Cn1c(SCC(=O)Nc2ccc3c(c2)OCO3)nnc1C(F)(F)F	0.9%
42	C=CCNc1nc(C)c(CNc2c(C)cc(C)cc2C)nc1C#N	-0.2%[2.29 µM]
43	CCOC(=O)[C@H]1[C@H]2COc3ccccc3[C@@H]2N2C(=O)c3cc(Br)ccc3NC(=O)[C@@]12C	-7.9%
44	Cc1ccc(CN(C)C(=O)CSc2nnc3n2CCCCC3)c(C)c1	-1.8%
45	CNC(C)C#Cc1ccc2c(=O)c3c(OC)cccc3oc2c1 (stereo not drawn)	7.3%

# (next part)
entry	SMILES	L3MBTL1 block
46	Cn1nnnc1SCC(=O)N1N=C(c2ccc(Cl)cc2)CC1c1ccco1 (stereo not drawn)	-2.0%
47	CNC(=O)CSc1nc2cccnc2n1C1CCCCC1	4.6%
48	O=C1C(Cc2ccccc2)Nc2ncnc(N3CCOCC3)c2N1Cc1ccc(Br)cc1 (stereo not drawn)	-6.3%
49	O=C(Nc1nc2c(F)cccc2s1)c1ccc([N+](=O)[O-])o1	29.6%
50	CC(Sc1nnc(-c2ccco2)n1C)C(=O)Nc1ccc(N2CCOCC2)cc1 (stereo not drawn)	4.3%
51	Cc1cccc(C)c1NC(=O)CN(C)C(=O)c1ccc2c(=O)n3c(nc2c1)CCC3	0.3%
52	O=C(NCCS(=O)(=O)NC1CCCCC1)c1ccccc1	-1.5%
53	COc1ccc2c(c1)C(c1ccccc1)NC(=O)C2 (stereo not drawn)	-1.6%
54	CCN(CC(=O)Nc1c(F)cccc1F)C(=O)CCc1nc2cc(S(=O)(=O)N3CCOCC3)ccc2n1C	9.2%
55	Cc1ccc2nc(COC(=O)c3cnccn3)cc(=O)n2c1	3.4%
56	CC(=O)Nc1ccc(SCC(=O)Nc2oc(C)c3c(C)n[nH]c(=O)c23)cc1	-4.8%
57	COc1cccc(OCC(=O)NC2CCCCCC2)c1	10.0%
58	COc1ccc2c(-c3ccc(S(N)(=O)=O)cc3)c(-c3ccc(S(C)(=O)=O)cc3)sc2c1	0.6%
59	C[C@H](NC(=O)c1ccc(Cl)cc1)C(=O)OCn1nnc2ccccc2c1=O	1.2%
60	COc1ccc(OCC(=O)Nc2cc(NC(=O)COc3ccc(OC)cc3)cc(C(=O)O)c2)cc1	-0.9%[2.29 µM]

# New compounds follow
entry	SMILES	L3MBTL1 block
61	Cc1ccc(C(=O)NCC(=O)OCC(=O)c2ccccc2)s1	-2.9%
62	COc1ccccc1-n1c(C)c(C(C)=O)c2cc(O)ccc21	-2.7%
63	Cc1cccc([C@@H]2[C@@H]3C(=O)N(Cc4ccccc4)C(=O)[C@@H]3[C@]3(C)C(=O)N(c4cccc(F)c4)C(=O)N23)c1	2.0%
64	CC(C)(C)NC(=O)CSc1nc(Cc2ccccc2)nc2ccccc12	0.9%
65	CC(NC(=O)Nc1ccc(Cl)cc1)c1ccccc1 (stereo not drawn)	6.4%
66	CC1CC(C)CN(C(=O)COC(=O)c2cc([N+](=O)[O-])ccc2N2CCOCC2)C1 (stereo not drawn)	6.1%
67	COc1ccc(CN2CCN(Cc3cc4ccccc4o3)CC2CCO)c(F)c1 (stereo not drawn)	1.8%
68	CC(C)COc1cccc(C(=O)Nc2ccc(N3CCOCC3)cc2N2CCOCC2)c1	-1.1%
69	Cc1cc(C)c(S(=O)(=O)Nc2nnc(C(C)C)s2)c(C)c1	0.1%
70	COc1ccc(C(=O)OCC(=O)c2c(N)n(C)c(=O)n(C)c2=O)c(OC)c1OC	32.9%[activator]
71	COC(=O)[C@]1(Cc2ccccc2)N[C@H](CN(C)C(=O)C2CCCCC2)[C@@H]2C(=O)N(Cc3ccccc3)C(=O)[C@@H]21	-0.5%
72	O=C(COC(=O)/C=C/c1ccc([N+](=O)[O-])cc1)NC(=O)NC1CCCCC1	-1.3%
73	O=C(CN1CCN(c2ccccc2F)CC1)NCc1ccc(Cl)cc1	?
74	COc1ccccc1C(=O)NC(CCSC)C(=O)NCC(c1ccccc1OC)N1CCCC1 (stereo not drawn)	-6.3%
75	Cc1ccc(C)c(NC(=O)CCC(=O)NNS(=O)(=O)c2ccc(Cl)cc2)c1	-0.4%

# Other structures:
entry	SMILES	L3MBTL1 block
76	CCCC1(c2ccccc2)NC(=O)N(CC(=O)Nc2ccc(N3CCOCC3)cc2)C1=O (stereo not drawn)	-3.5%
77	CC(=O)c1cccc(NC(=O)CSc2nc(=O)n(Cc3ccccn3)c3c2CCC3)c1	19.2%
78	CCOCCn1c(N2CCCC2)nc2c1c(=O)[nH]c(=O)n2C	-3.1%[2.29 µM]
79	COc1ccccc1CC(=O)Nc1ccc(S(=O)(=O)N(C)C2CCN(C)CC2)cc1	?
80	CC(C)CC1NC(=O)N(CC(=O)Nc2cc(F)ccc2F)C1=O (stereo not drawn)	4.4%
81	CCc1ccc(C(=O)COC(=O)c2cc([N+](=O)[O-])ccc2N2CCOCC2)cc1	-6.2%
82	COc1ccccc1NC(=O)CSc1ccc(-c2ccc(-n3ccnc3)cc2)nn1	-1.2%
83	CCN(C(=O)CSc1ncn[nH]1)c1c(N)n(Cc2ccccc2)c(=O)[nH]c1=O	5.1%
84	CCCC(=O)NC1CCCc2c1cnn2-c1ccc(C)c(C)c1 (stereo not drawn)	4.5%
85	O=C(COC(=O)/C=C/c1ccccc1)Nc1ccc(Cl)cn1	-6.7%
86	O=C(NCc1ccccc1)c1onc(CSc2ccc(Cl)cc2)c1C(=O)NCC1CC1	14.0%
87	CC(C)(C)c1nc(NCCO)c2nnn(Cc3ccccc3)c2n1	4.5%[2.29 µM]
88	COc1ccccc1C(CNC(=O)CNC(=O)c1ccccc1Cl)N1CCCC1 (stereo not drawn)	11.0%
89	Cc1sc2nc(CSCC(=O)Nc3ccc(C(=O)N(C)C)cc3)[nH]c(=O)c2c1C	-2.5%
90	CCOC(=O)C1=C(C)N(C)C(=O)NC1c1c(OC)ccc2ccccc12 (stereo not drawn)	16.0%

# Additional records follow:
entry	SMILES	L3MBTL1 block
91	O=C(c1ccc(N2CCCC2=O)cc1)N1CCN(c2ccccc2O)CC1	-0.3%
92	COc1ccc(OC)c(NC(=O)COC(=O)c2c(C)noc2C)c1	2.1%
93	CNC[C@@H]1Oc2ccc(NC(=O)Nc3cccc4ccccc34)cc2C(=O)N([C@@H](C)CO)C[C@@H]1C	-4.4%
94	Cc1c(C2(O)CCCCC2)[nH]c2cc(C(F)(F)F)ccc12	-1.2%
95	COc1ccc(C2=NS(=O)(=O)N(C)C(C(=O)N3C(C)CCCC3C)=C2)cc1 (stereo not drawn)	2.8%
96	COC(=O)c1sccc1NS(=O)(=O)c1ccccc1[N+](=O)[O-]	3.8%
97	CC(C)NC(=O)N(C)C[C@H]1Oc2ccc(NC(=O)CCC(F)(F)F)cc2C(=O)N([C@H](C)CO)C[C@@H]1C	2.6%
98	CCC(C)N(C(=O)Cn1cnc2c1c(=O)n(C)c(=O)n2C)C1CCS(=O)(=O)C1 (stereo not drawn)	5.8%
99	CC(Oc1ccc(Cl)cc1)C(=O)Nc1cccc(S(=O)(=O)N2CCOCC2)c1 (stereo not drawn)	2.8%
100	COc1cc2c(cc1OC)C(c1c(Cl)cccc1Cl)NC(=O)C2 (stereo not drawn)	-2.9%
101	Cc1cccc(C(=O)OCC(=O)Nc2c(C)nn(-c3ccccc3)c2C)c1O	-5.6%
102	O=C(Nc1ccc(-n2cnnn2)cc1)c1cc(S(=O)(=O)N2CCCC2)ccc1Cl	2.4%
103	COc1ccccc1OCC(=O)NCCS(=O)(=O)N1CCN(c2ccccc2)CC1	-2.3%
104	CCCOc1ccc(C=Nc2ccc(OC)c(S(=O)(=O)N3CCOCC3)c2)c(O)c1	-5.8%
105	CCc1nnc(NC(=O)c2cc(S(=O)(=O)N3CCCCC3)ccc2C)s1	-1.7%

# (more compounds)
entry	SMILES	L3MBTL1 block
106	O=C1CCN(CCCc2ccccc2)CCN1CCO	3.3%
107	Cc1ccc(S(=O)(=O)N2CCOCC2)cc1C(=O)OCC(=O)c1ccc(Br)cc1	-2.2%
108	COc1ccccc1C(=O)OCC(=O)N1CCC(Cc2ccccc2)CC1	4.7%
109	COc1ccc(NS(=O)(=O)c2ccc(C)c(C(=O)N(C)Cc3ccc(C)cc3)c2)cc1	-3.3%
110	Cc1ccc(CN2CC(C(=O)NNC(=O)Cn3ccc(C(F)(F)F)n3)CC2=O)cc1 (stereo not drawn)	-1.9%
111	Cc1cc(NC(=O)c2ccc(C#N)cc2)n(-c2ccccc2)n1	7.1%
112	CCn1nc(C(=O)OCC(=O)N(CCC#N)c2ccccc2)c2ccccc2c1=O	2.3%
